Compound activity (PubChem BioAssay)
NR2F2 inh: NR2F2 (human) inhibition, primary screen; AID 686940; HEK293T NGFI-A luciferase reporter, luminescence; P24468; inhibition, % at 8.6 µM; 370,000 tested, 0.7% active;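 active = inhibition above a per-plate cutoff, mean inhibition of test wells between control levels plus 3 SD, cut at about 38% in these data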;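 note: cells cotransfected with COUP-TFII expression vector driving the NGFI-A reporter; 0% = median of COUP-TF2 test wells and 100% = reporter-only cells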
KKLEB cytotox: counter-screen for CF NF-kB inhibitors: cytotoxicity; KKLEB CF airway cells viability, ATPlite luminescence, overnight; active compounds read low; cells stimulated with P. aeruginosa culture filtrate; activity change (cytotoxicity), % at 5 µM; 360,000 tested, 0.36% active;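 active = corrected activity change at or below -50% at 5 µM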
TROY signal inh: blocks TROY-dependent signaling in reporter cells; Q293 LMP1-TROYcd NF-kB luciferase reporter, 4 h; inhibition, % at 10 µM; 360,000 tested, 0.98% active; AID 1347056;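 active = compounds whose plate-normalised and pattern-corrected inhibition of the luciferase reporter signal at the single screening dose is 50% or more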
NR5A2 inv ag: inverse agonists of human LRH-1 (NR5A2); AID 602396; inhibition, % at 3.6 µM; 360,000 tested, 0.13% active; HEK293T StAR-luciferase reporter, LRH-1 transfected, 24 h;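 active = inhibition above the mean inhibition of all tested compounds plus 3 SD, cut at about 73% in these data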;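 note: 0% = DMSO wells and 100% = reporter-only cells lacking LRH-1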
SRC2 inh: inhibits human steroid receptor coactivator 2 | inhibition, % at 9 µM | 370,000 tested, 0.17% active | HEK293 GAL4-SRC2 luciferase reporter, luminescence | AID 651957 | Q15596;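 active = inhibition above the mean inhibition of all tested compounds plus 3 SD, set per campaign, cut at about 52% in these data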;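 note: 0% = DMSO treated cells and 100% = cells given Gossypol at 36 µM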
TWEAK Fn14 block: inhibitors of TWEAK-Fn14 interaction signaling; TWEAK-stimulated Fn14 reporter cells, luciferase luminescence, 8 h; inhibition, % at 10 µM; 360,000 tested, 2% active; AID 1159606; in the data active = inhibition above about 50%
SRC1 inh: human NCOA1 inhibition. 360,000 tested, 0.12% active. Q15788. HEK293 GAL4-SRC1 luciferase reporter, luminescence. inhibition, % at 3.6 µM;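 active = inhibition above the campaign mean plus 3 SD, with each screening campaign given its own cutoff, cut at about 60% in these data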;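 note: 0% = DMSO treated cells and 100% = gossypol at 36 µM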
CF NFkB block: inhibitors of cystic fibrosis induced NF-kB | KKLEB NF-kB-GFP reporter, PAF-induced, GFP fluorescence overnight | inhibition, % at 5 µM | 360,000 tested, 0.86% active;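 active = at least 50% inhibition at 5 µM, scaled per plate between neutral and stimulator controls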;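 note: PAF is a Pseudomonas aeruginosa culture filtrate used as stimulus; plate controls were PAF-stimulated DMSO wells for no effect and unstimulated DMSO wells for full effect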
LMP1 NFkB inh: Epstein-Barr LMP1 NF-kappaB reporter inhibition; AID 504558; inhibition, % at 12.5 µM; LMP1-induced NF-kappaB luciferase reporter cells, luminescence; 350,000 tested, 0.69% active; in the data active = inhibition above about 41%;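 note: 0% = neutral control wells and 100% = reference inhibitor control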
SRC3 inh: inhibits human SRC3 coactivator; inhibition, % at 3.6 µM; HEK293 GAL4-SRC3 luciferase reporter, luminescence; 360,000 tested, 0.17% active; AID 588352;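 active = inhibition above a per-campaign cutoff, the mean of all compounds plus 3 SD, cut at about 60% in these data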;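 note: 0% = DMSO-treated cells and 100% = gossypol-treated cells at 36 µM; higher means less SRC3-driven luciferase light from the GAL4 reporter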
TRAIL sens C8: caspase-8 TRAIL sensitization; NB7+C8 cells + TRAIL, ATPlite viability luminescence; inhibition (viability loss, TRAIL sensitization), % at 10 µM; 360,000 tested, 1% active; AID 624354;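 active = compounds causing at least 50% loss of cell viability in the single-dose screen, relative to plate controls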
* marks the source's active call; other numbers are inactive results; / = no result given.

compound,NR2F2 inh,KKLEB cytotox,TROY signal inh,NR5A2 inv ag,SRC2 inh,TWEAK Fn14 block,SRC1 inh,CF NFkB block,LMP1 NFkB inh,SRC3 inh,TRAIL sens C8
CCN(C(=O)COc1ccc(F)cc1Br)c1c(N)n(Cc2ccccc2)c(=O)[nH]c1=O,-13.9,-4.2,-1.5,-0.5,16.4,3.3,-7.6,1.5,2.5,12.3,-9.5
O=C(COC(=O)COc1ccc(Cl)cc1Br)NC1CCCCCC1,6.6,14.2,-1.1,10.1,-21.1,1.9,-1.2,-23.3,-2.1,18.2,-11.6
CN(C)c1nc(NCc2ccccc2)nc(N/N=C/c2ccc3c(c2)OCO3)n1,-1.4,-3.4,-18.8,4.8,-23.5,1.3,-22.9,-20.3,-8.2,15.6,-11.5
COCCN(C(=S)Nc1cccc(C)c1)C(C)c1cccnc1 (stereo unspecified),4.9,3.2,-13.4,-8.6,-16.5,10.5,-3.3,11.1,0.1,13.5,23.7
Cc1cc(C)cc(OC(=O)c2cccnc2)c1,18.3,-2.2,20.6,-8.0,19.8,-13.3,8.1,-2.5,-2.0,8.2,-12.2
Cc1nn(CCC#N)c(NC(=O)c2ccccc2)c1P(=O)(Nc1ccc(Br)cc1)N1CCOCC1 (stereo unspecified),8.2,2.3,0.5,-12.3,-8.7,1.6,1.0,-6.0,-5.9,16.2,1.4
COc1ccc(OC)c(NS(=O)(=O)c2cccs2)c1,3.9,3.4,17.3,15.8,16.4,5.3,0.9,-4.7,4.1,-3.2,4.3
O=C1CC(N2CCN(Cc3ccc4c(c3)OCO4)CC2)C(=O)N1c1ccccc1 (stereo unspecified),/,-7.4,-14.8,-8.3,/,8.5,2.2,10.7,0.2,5.0,-5.0
Cc1cc(C)nc(NC(=O)c2cccs2)n1,18.0,3.5,5.2,-2.5,-1.5,-2.0,-6.6,-29.8,-9.3,6.3,-0.7
Cc1c(Br)cc(C(=O)N2CCN(CCO)CC2)c(C)c1C,12.6,10.3,-1.3,-8.5,-17.4,-7.7,9.9,-7.2,5.2,19.8,10.3
CCN(CC)c1ccc(C2C3CCCCC3(O)CCN2CC(=O)Nc2ccccc2)cc1 (stereo unspecified),12.4,-12.3,-3.6,-2.0,8.2,8.6,-1.3,14.3,1.6,-1.6,2.0
CCC(NC(=O)c1cc(COc2ccc(F)c(F)c2)on1)c1ccncc1 (stereo unspecified),-13.7,5.2,-32.2,19.6,3.2,6.4,-11.2,-10.7,-19.1,-45.8,-5.9
COc1cc(-c2coc3c(C(=O)NCc4ccncc4)cccc23)ccc1O,-6.0,-12.5,0.8,17.9,-39.6,30.5,-4.2,-75.4,/,-15.3,12.0
Cn1nccc1C(=O)N/N=C/c1ccccc1[N+](=O)[O-],-6.3,2.8,-40.6,-72.5,-71.1,3.8,-65.9,-2.3,-10.4,-38.6,-1.3
CCOc1ccc(NC(=O)CSc2nc3cccnc3n2CC)cc1,-5.5,3.3,7.3,38.2,2.0,7.0,9.7,-8.1,5.2,15.1,-2.3
Nc1ccn(C2OC(CO)C(O)C2F)c(=O)n1 (stereo unspecified),6.9,-1.1,26.4,-15.2,-32.8,6.0,7.9,-5.7,/,17.7,-22.4
COc1cc(/C=N/N2CCCCC2)cc(OC)c1O,-35.7,-15.4,6.9,7.8,-0.2,-24.7,-14.0,4.4,5.8,-16.5,-6.2
COc1ccc(NC(=S)NNC(=O)c2ccccc2OC(F)F)cc1,-17.2,3.2,-1.2,-4.3,-6.6,12.7,-47.0,0.7,-17.3,-14.4,-5.7
CCCN(CC(=O)Nc1ccccc1OC)C(=O)c1ccc(S(=O)(=O)Nc2ccccc2)cc1,10.1,-5.2,5.7,-11.9,-9.2,2.3,-7.9,7.8,4.5,4.1,16.8
CCc1ccc(NC(=O)c2cc(S(=O)(=O)N3CCCC3)c[nH]2)cc1,/,-12.3,14.7,14.3,/,7.3,8.2,24.6,1.8,-12.5,14.4
N=C1C(c2nc3ccccc3s2)=C(O)CN1Cc1ccco1,-31.8,-8.3,-54.7,-123.6,-7.8,-7.9,-70.8,-2.1,-24.0,-44.0,8.7
Cc1ccc(CNS(=O)(=O)c2ccc(-n3cccn3)cc2)cc1,-12.2,-4.9,8.1,-11.0,7.0,-3.4,0.5,17.3,16.7,-0.5,-11.4
CCOC(=O)N1CCN(C(=O)c2ccc(-n3c(=S)[nH]c4ccccc4c3=O)cc2)CC1,13.2,6.4,5.5,11.2,14.6,-10.7,0.5,-0.1,14.8,-2.5,-9.4
O=C(COC(=O)c1ccc(O)cc1)Nc1cc(C(F)(F)F)ccc1Cl,14.3,4.8,12.2,-4.0,-13.6,16.2,-8.9,-10.8,-7.6,19.3,11.5
N#C/C(=C/c1cccs1)c1ccccn1,-4.9,1.3,-81.0,-82.6,-57.4,-29.9,-67.2,-19.4,-30.8,-55.5,0.5
CCN1C(Nc2ccccc2)=NC[C@@H]1CC(C)C,-2.4,8.0,-0.1,-14.6,2.8,-7.4,0.3,7.2,1.0,-9.6,-10.5
CCOc1ccc(CCNS(=O)(=O)c2ccc3c(c2)NC(=O)CC(=O)N3)cc1OCC,-4.9,-0.8,6.6,1.6,-13.6,-7.6,1.2,0.7,2.8,8.6,-6.5
CCc1cccc(OCC(=O)Nc2cc(S(=O)(=O)N3CCOCC3)ccc2N2CCCC2)c1,6.3,-15.0,13.3,-6.3,3.5,6.4,0.2,43.5,-3.6,-23.0,-1.6
Cc1cc(C)nc(SCC(=O)Nc2ccccc2[N+](=O)[O-])n1,14.5,-7.5,12.0,24.8,-14.4,19.6,4.1,4.8,0.8,8.0,-17.6
Cc1sc2c(c1C)C(=O)NC(c1ccccc1F)N2 (stereo unspecified),-23.6,7.2,-59.1,-58.4,-21.1,-31.5,-51.2,12.1,-28.2,-33.6,-0.4

A run of entries taken from the entries so far, as a working copy:
compound,NR2F2 inh,KKLEB cytotox,TROY signal inh,NR5A2 inv ag,SRC2 inh,TWEAK Fn14 block,SRC1 inh,CF NFkB block,LMP1 NFkB inh,SRC3 inh,TRAIL sens C8
Cc1c(Br)cc(C(=O)N2CCN(CCO)CC2)c(C)c1C,12.6,10.3,-1.3,-8.5,-17.4,-7.7,9.9,-7.2,5.2,19.8,10.3
CCN(CC)c1ccc(C2C3CCCCC3(O)CCN2CC(=O)Nc2ccccc2)cc1 (stereo unspecified),12.4,-12.3,-3.6,-2.0,8.2,8.6,-1.3,14.3,1.6,-1.6,2.0

Going on with the list:
compound,NR2F2 inh,KKLEB cytotox,TROY signal inh,NR5A2 inv ag,SRC2 inh,TWEAK Fn14 block,SRC1 inh,CF NFkB block,LMP1 NFkB inh,SRC3 inh,TRAIL sens C8
CCN(C(=O)CSc1nnc(-c2ccccc2)n1C)C1CCS(=O)(=O)C1 (stereo unspecified),13.1,-13.6,-5.2,9.7,1.7,14.7,5.1,12.7,-3.1,17.0,-9.9
COc1cc(OC)cc(C(=O)NCC2CCCN(C(=O)c3oc(C)cc3C)C2)c1 (stereo unspecified),-19.9,-9.4,-9.4,18.5,-5.1,-9.3,-8.9,-13.0,-2.1,14.0,-9.3
CC1CCCCC12NC(=O)N(CC(=O)N1CCN(c3ncccn3)CC1)C2=O (stereo unspecified),12.2,-5.1,-0.4,-16.5,19.8,6.5,-6.6,12.6,-4.0,5.7,-0.6
Cc1ccc2[nH]c(=O)c(CN(Cc3ccco3)C(=O)c3ccncc3)cc2c1,11.6,-3.9,-7.7,10.8,-6.4,2.8,-7.4,7.1,-1.8,-7.6,15.9
COc1ccc2ccccc2c1/C=N/Nc1ccc(Cl)c(C(=O)O)c1,4.8,-3.5,-3.9,-2.2,3.7,0.8,-5.7,18.4,-10.5,-18.4,-7.2
CCOc1ccc(NC(=O)CCNS(=O)(=O)c2ccc3c(c2)CC(C)N3C(C)=O)cc1 (stereo unspecified),3.5,15.2,-7.5,-1.2,2.9,-7.4,11.9,3.3,-3.3,-8.2,-7.8
Nc1cc(=O)[nH]c(N2CCN(c3ccccc3)CC2)n1,10.4,5.5,-3.7,-8.7,-7.2,14.0,6.0,-2.9,9.3,-9.8,-16.1
CNC(=O)NC(=S)NC(=O)c1ccc(OC)cc1,-14.1,-15.4,-18.4,-41.0,-16.6,7.2,-17.0,11.3,8.3,-15.1,21.5
O=S(=O)(NCc1ccncc1)c1ccc(S(=O)(=O)NCC2CCCO2)cc1 (stereo unspecified),22.1,10.1,4.4,15.3,17.2,6.2,9.6,-4.6,5.9,12.1,4.7
CCc1ccc2[nH]c3nc(SCC(=O)NCC4CCCO4)nnc3c2c1 (stereo unspecified),-4.4,11.0,-15.2,-4.7,19.3,4.4,-14.8,-10.8,8.4,-20.8,0.4
Cc1c(C(=O)N2CCc3ccccc3C2)oc2ccc(Br)cc12,-15.1,0.8,-44.0,-12.7,-40.1,-30.0,-14.4,-19.7,-20.7,-11.3,-6.2
COc1ccc(CCNC(=O)c2ccc3c(=O)n(Cc4ccco4)c(=S)[nH]c3c2)cc1OC,3.5,6.1,-9.7,2.3,8.5,8.0,-4.8,-1.4,-2.3,6.2,6.3
O=C1CC(c2ccccc2)CC2=C1C=Nc1ccccc1N2 (stereo unspecified),29.5,-10.1,9.8,12.8,-11.3,-1.5,7.6,9.2,4.6,16.6,18.4
Cc1nnc(NC(=O)C(C)Sc2nnc(CCNC(=O)c3ccccc3F)n2C)s1 (stereo unspecified),-7.3,-12.1,-10.9,-13.6,-21.1,11.9,-15.1,15.4,-0.8,8.3,1.4
CC(=O)c1cc(F)ccc1OCC(=O)Nc1ccc2c(c1)OCO2,-54.0,-13.3,-31.2,-115.7,-57.0,-1.7,-130.5,-10.0,12.8,-100.5,65.6*
CCC(CO)Nc1ccc(-c2nn(C)c(=O)c3ccccc23)cc1[N+](=O)[O-] (stereo unspecified),-8.0,5.8,-8.3,5.4,-29.9,4.4,2.9,8.7,-2.4,-0.3,-0.8
Cc1ccc(C(=O)COC(=O)CNC(=O)CNC(=O)c2ccc(C)cc2)cc1,4.3,-8.7,-15.9,-25.9,-15.8,-0.9,7.2,-54.0,-6.3,8.4,0.1
Brc1cc(Br)c(Oc2cc(Br)c(Br)cc2Br)cc1Br,10.1,-8.6,-23.4,-10.3,2.8,7.8,6.0,10.4,-4.5,7.0,4.5
CCCN(CC(=O)Nc1ccccc1OC)C(=O)Cn1c(=O)oc2ccccc21,5.9,-6.0,-27.9,-6.9,-58.9,-21.4,-26.0,22.1,-5.1,-6.4,-4.5
Nc1c(-c2ccccc2)sc2ccc3ccccc3[n+]12,-11.6,25.6,-29.0,17.7,-40.4,16.4,-1.8,-8.1,-5.2,18.2,6.8
Nc1ccc(Br)cc1-c1nc2ccccc2[nH]c1=O,-0.4,-2.0,-46.8,-16.8,-47.2,-13.5,-7.0,-2.1,-3.1,-21.4,-7.2
COc1cc(/C=C/C(=O)OCC(=O)NC(=O)NC23CC4CC(CC(C4)C2)C3)ccc1OCC#N,19.4,15.1,32.8,10.3,-10.5,-2.6,6.4,-27.5,6.8,0.6,-6.1
Cc1ccc(/C=C2/C(=N)N3N=C(CC(=O)N4CCCC4)SC3=NC2=O)o1,15.7,5.9,5.4,8.4,7.4,-0.7,0.7,-27.9,2.4,5.4,-0.2
